Screens from PubChem.
MC4R ag barr: human MC4R agonism via beta-arrestin. hit rate 0.98% among 360,000. AID 540308. U2OS MC4R beta-arrestin complementation, luminescence; percent of melanotan II response, DMSO zero. P32245. activation, % at 8.9 µM;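 active = activation above a per-plate cutoff, the mean activation of sample wells on that plate plus 3 SD, cut at about 8% in these data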
MC4R antagonist: human MC4R antagonism in cAMP assay. inhibition, % at 6.5 µM. P32245. MC4R-expressing cells, MTII-stimulated cAMP, LANCE TR-FRET. hit rate 0.48% among 360,000;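 active = inhibition above its plate's cutoff, the mean of tested wells on that plate plus 3 SD, cut at about 29% in these data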;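 note: 0% = Melanotan II alone and 100% = Melanotan II plus saturating MCL0020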
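Assay system: U2OS-MC4R stable cell line; Also added: Melanotan II; Technique: Eu-cAMP/anti-cAMP TR-FRET, emission 671 nm; Times: 30-min compound, 1-h challenge, 1-h detection, room temperature.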
PDI inh: inhibitors of human protein disulfide isomerase | P07237 | PDI insulin aggregation turbidity, A650, 90 min | inhibition, % at 10 µM | hit rate 0.052% among 350,000;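 active = mean inhibition across replicates of 30% or more, whatever share of single replicates reach that level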;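 note: absorbance from insulin aggregation driven by PDI reduction with DTT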
Target sequence (P07237 whole entry, looked up): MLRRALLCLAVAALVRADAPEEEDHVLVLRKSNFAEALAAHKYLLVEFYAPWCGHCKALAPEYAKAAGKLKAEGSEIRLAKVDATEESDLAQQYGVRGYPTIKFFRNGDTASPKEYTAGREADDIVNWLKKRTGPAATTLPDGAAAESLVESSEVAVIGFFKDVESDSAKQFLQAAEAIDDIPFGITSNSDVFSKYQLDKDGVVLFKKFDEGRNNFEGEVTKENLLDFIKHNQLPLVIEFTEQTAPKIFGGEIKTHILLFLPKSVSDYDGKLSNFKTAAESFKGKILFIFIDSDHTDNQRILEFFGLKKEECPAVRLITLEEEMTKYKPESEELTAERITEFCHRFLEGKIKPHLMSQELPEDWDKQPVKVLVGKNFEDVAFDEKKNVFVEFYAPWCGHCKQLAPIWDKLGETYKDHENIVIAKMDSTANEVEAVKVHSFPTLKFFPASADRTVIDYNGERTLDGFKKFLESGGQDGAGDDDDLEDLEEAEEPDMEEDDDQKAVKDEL
N-glyco inh: N-linked glycosylation inhibition | D54 ERlucT glycosylation luciferase reporter, 24 h; percent of 100 nM tunicamycin response | reporter increase, % at 12.5 µM | hit rate 0.23% among 360,000 | AID 588692;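 active = mean luciferase reporter signal, scaled so untreated is 0 and the glycosylation-blocking control 100, at or above a set limit in every replicate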;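 note: luciferase carries N-glycosylation sites so blocking glycosylation raises the light; 0% = median of neutral control wells and 100% = median of 100 nM tunicamycin wells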
H9c2 protect: modulators protecting cardiomyocytes from myocardial damage; protection from H2O2 cell death, % at 20 µM; AID 588492; hit rate 0.63% among 360,000; H9c2 cardiomyocytes, H2O2 injury protection, ATPLite, 2 h;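 active = compounds giving at least 50% protection of heart cells from peroxide-induced death in the single-dose screen, raw or plate-pattern-corrected value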;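 note: 0% = DMSO wells with peroxide and 100% = DMSO wells without peroxide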
ABCB6 inh MLPCN: inhibitors of human ABC transporter ABCB6; Q9NP58; K562-ABCB6 porphyrin accumulation, flow cytometry, 1 h; stronger effect = lower value; fluorescence ratio to DMSO, % at 10 µM; hit rate 0.19% among 360,000; AID 602162;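 active = fluorescence ratio to DMSO below 75%, the collection mean minus 3 SD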;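 note: signal is porphyrin accumulated inside mitochondria; 100% equals median channel fluorescence of DMSO control wells; lower ratio means ABCB6 inhibition with less porphyrin fluorescence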
CaV13 ICDI inh: Disruptors of the CACNA1D IQ motif to Ca2+-dependent inactivation inhibitor domain association, primary screening, Förster resonance energy transfer in intact living …; inhibition, % at 12.3 µM; HEK cells, CFP/YFP FRET ICDI-IQ, plate reader, 10 min; percent FRET-ratio fall versus neutral wells; hit rate 0.098% among 340,000; AID 743397;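 active = mean replicate inhibition of at least 30% and at least 1% of replicates passing that level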;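 note: 0% = median of the neutral control wells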
aDG glyco act: increases alpha dystroglycan glycosylation; Pro5-aDG cells, alpha-DG glycosylation AlphaScreen (IIH6); 0% Pro5, 100% B10-LARGE cell signal; activation, % at 10 µM; hit rate 0.22% among 360,000; AID 624168;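 active = activation of at least 8% versus controls, or a plate z-score of at least 8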;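 note: Pro5 are CHO cells carrying HIG-tagged alpha-DG that lacks glycosylation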
Vif inh: blocks HIV Vif function; AID 602346; hit rate 0.35% among 340,000; HEK293T cells, Vif self-association by quenched fluorescence, imaging, 24 h; inhibition, % at 7.49 µM; in the data active = inhibition above about 50%, passing the limit was not always enough; note: some results filed as inactive read as strong as hits
HTR2A ag: mouse HTR2A agonism via beta-arrestin recruitment | CHO-K1 mHTR2A beta-arrestin complementation, luminescence; percent of 30 µM serotonin response | activation, % at 7.6 µM | hit rate 0.66% among 360,000 | P35363;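 active = activation above a run cutoff, the mean activation of all tested compounds plus 3 SD, cut at about 14% in these data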;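 note: 0% = plate median of compound wells and 100% = 30 µM serotonin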
Target sequence (P35363 whole entry, looked up): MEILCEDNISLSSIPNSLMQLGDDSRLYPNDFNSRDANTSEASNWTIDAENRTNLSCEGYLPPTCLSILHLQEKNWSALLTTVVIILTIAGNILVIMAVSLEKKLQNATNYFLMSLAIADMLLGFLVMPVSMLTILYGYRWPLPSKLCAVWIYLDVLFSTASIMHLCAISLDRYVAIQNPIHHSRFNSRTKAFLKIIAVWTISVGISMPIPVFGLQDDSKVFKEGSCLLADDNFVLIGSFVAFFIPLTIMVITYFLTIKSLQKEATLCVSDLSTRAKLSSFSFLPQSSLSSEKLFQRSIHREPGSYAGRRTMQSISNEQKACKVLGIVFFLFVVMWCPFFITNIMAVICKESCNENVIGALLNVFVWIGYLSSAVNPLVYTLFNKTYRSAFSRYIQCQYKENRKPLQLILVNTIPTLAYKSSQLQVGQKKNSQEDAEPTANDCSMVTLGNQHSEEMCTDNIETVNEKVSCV
Starred values were filed as active, the others as inactive; . = no result given.

SMILES | MC4R ag barr | MC4R antagonist | PDI inh | N-glyco inh | H9c2 protect | ABCB6 inh MLPCN | CaV13 ICDI inh | aDG glyco act | Vif inh | HTR2A ag
CC[C@H](C)[C@H](NC(N)=O)C(=O)Nc1ccc2c(c1)OCO2 | -0.7 | 9.9 | 1.3 | 1.3 | 8.2 | 98.0 | -3.1 | 0.0 | 1.8 | -2.4
Cc1ccc(Nc2ncnc(N)n2)cc1 | 1.4 | 0.2 | -1.8 | 4.3 | -12.0 | 95.0 | 6.8 | 0.7 | -5.2 | 22.7*
O=C(CNC(=O)/C(=C\c1ccc(F)cc1)NC(=O)c1ccccc1)OCc1ccccc1 | -0.5 | 44.1* | -11.3 | -4.2 | -1.7 | 104.0 | -4.4 | 0.2 | -30.6 | 4.2
COc1ccc(OC)c(NC(=O)COC(=O)/C=C/c2c(C)nn(C3CCS(=O)(=O)C3)c2Cl)c1 (stereo not drawn) | -1.1 | -2.2 | -5.3 | 0.8 | -0.7 | 194.0 | . | -0.1 | . | 6.5
CCOC(=O)C(=CNc1ccc(Oc2cccnc2)nc1)C(=O)OCC | 0.2 | 10.2 | 6.2 | 1.6 | 5.3 | 86.0 | 6.7 | 0.2 | -5.2 | -0.2
Cc1ccc(CNC(=O)CSc2nc(C)cs2)cc1 | -1.5 | 5.7 | 3.4 | 0.5 | 17.5 | 100.0 | -1.3 | 0.6 | 0.2 | 2.0
COc1ccc(S(=O)(=O)N2CCOC2CNC(=O)C(=O)NCCCc2ccccc2)cc1 (stereo not drawn) | -1.6 | 8.3 | 2.8 | -4.8 | -6.1 | 98.0 | -6.3 | 0.3 | -18.2 | -3.0
Cc1cccc(C(=O)NCc2nnc(SCC(=O)NC3=NCCS3)n2C)c1 | 1.3 | 16.0 | -0.3 | 0.6 | -0.8 | 93.0 | -2.4 | -0.1 | -0.4 | -10.0
CCc1ccc(OCC(=O)NNC(=O)c2cnccn2)c(Br)c1 | -1.2 | 11.9 | -0.3 | -0.1 | 11.0 | 108.0 | -5.5 | 0.1 | -5.7 | -0.2
COc1ccc(CCC(=O)OCC(=O)Nc2sccc2C(N)=O)cc1OC | -0.1 | 0.3 | -3.8 | 0.4 | -23.1 | 92.0 | -5.4 | 1.3 | -3.4 | 0.3
CN(C(=O)COC(=O)c1cc(S(=O)(=O)N2CCOCC2)ccc1Cl)C1CCS(=O)(=O)C1 (stereo not drawn) | -2.4 | 3.1 | -3.0 | 0.2 | 6.9 | 99.0 | -5.3 | 0.0 | 15.9 | -2.2
Cc1ccc(-c2cc(C(F)(F)F)n3ncc(C(=O)NCc4ccco4)c3n2)cc1 | 0.8 | 13.1 | -6.9 | 0.1 | 6.2 | 107.0 | -7.1 | -0.3 | -4.2 | -1.1
C=CCC[C@H](Cc1ccc(F)cc1)C(=O)OC[C@@H](C)NC(=O)[C@@H](CC=C)CC(=O)N[C@H](CO)Cc1ccccc1 | -0.4 | 4.7 | -1.7 | 0.6 | -0.8 | 96.0 | -6.6 | 0.8 | -12.8 | -2.2
COc1cccc(C2=NOC(C(=O)Nc3ccc(C(C)=O)cc3)C2)c1 (stereo not drawn) | -1.4 | 0.3 | 2.0 | 0.9 | 3.2 | 96.0 | -7.8 | 0.0 | 2.7 | -1.1
O=C(CCS(=O)(=O)c1ccccc1)Nc1nccs1 | 1.3 | 2.4 | . | -6.1 | 5.6 | 92.0 | -9.7 | 0.3 | -5.1 | 0.9
Cc1cc(N2CCN(Cc3cn(C)nc3-c3ccccc3F)CC2)cc(C)n1 | -0.3 | 2.6 | -7.3 | 16.9 | 5.5 | 100.0 | 2.9 | -0.1 | -0.2 | -5.1
O=C1CN(C(=O)COC(=O)c2ccc([N+](=O)[O-])s2)c2ccccc2N1 | 0.1 | 7.7 | 9.3 | 9.0 | 1.1 | 100.0 | . | 1.8 | 5.4 | -0.1
CCOC(=O)C1=C(OCc2ccc(Cl)cc2)C2C=C(C)C=CC2N=C1 (stereo not drawn) | -1.4 | 10.3 | -6.9 | 2.6 | 13.8 | 100.0 | -4.5 | 0.2 | -0.6 | 3.9
O=CN1CCN(C(C(=O)NC2CCCCC2)c2cc3c(cc2[N+](=O)[O-])OCO3)CC1 (stereo not drawn) | -1.3 | -0.8 | 20.7 | 2.5 | 0.3 | 100.0 | -6.5 | 1.1 | 0.8 | -1.0
CC(=O)Nc1ccc(S(=O)(=O)N(C)CC(=O)OCC(=O)N2CCCCCC2)cc1 | -3.0 | -2.5 | 1.4 | 2.4 | 3.6 | 97.0 | -10.3 | -0.3 | -1.9 | 8.2
O=C(/C=C/c1ccccc1)NC1CCSC1=O (stereo not drawn) | 1.0 | 1.2 | -3.2 | -0.4 | 3.7 | 102.0 | -4.4 | -0.2 | -1.2 | -0.3
Cc1cccc(NC(=S)Nc2ccc(Oc3ccccc3)cc2)n1 | -1.6 | 3.4 | -0.1 | -7.4 | -14.8 | 94.0 | -5.4 | 0.8 | 2.4 | -1.3
COc1ccc2sc(-c3ccccc3OC)c(-c3ccc4c(c3)OCCO4)c2c1 | -0.7 | 12.2 | -1.3 | -2.7 | -7.4 | 101.0 | -5.7 | 0.1 | . | 1.9
c1ccc(Cn2cc(CN3CCCCO3)c(-c3ccc4c(c3)OCO4)n2)cc1 | -1.0 | -1.7 | -6.5 | -2.8 | 5.5 | 92.0 | -2.3 | 0.0 | -1.8 | 4.1
CC1CCCN(C(=O)CN2C(=O)CSc3ccc(S(=O)(=O)N4CCOCC4)cc32)C1 (stereo not drawn) | -1.2 | 3.1 | -6.7 | 2.0 | 1.8 | 98.0 | -0.7 | 0.0 | 0.1 | 6.8
SMILES | MC4R ag barr | MC4R antagonist | PDI inh | N-glyco inh | H9c2 protect | ABCB6 inh MLPCN | CaV13 ICDI inh | aDG glyco act | Vif inh | HTR2A ag
Cc1cc(Nc2nnnn2-c2ccccc2)n(-c2ccc(Cl)cc2)n1 | -0.1 | 2.2 | -4.4 | -4.9 | -23.9 | 89.0 | . | 0.1 | . | -2.1
NNC(=O)[C@H](Cc1ccccc1)NC(=O)Nc1ccc2c(c1)OCCO2 | 0.6 | 11.5 | 4.9 | -0.8 | -4.4 | 103.0 | -12.3 | -0.1 | -1.5 | -3.1
CCNC(=S)N1CCc2cc(OC)c(OC)cc2C1COc1ccc(F)cc1 (stereo not drawn) | -1.5 | 17.0 | 3.2 | -4.6 | -4.0 | 98.0 | 3.4 | 0.0 | 2.4 | -5.5
CCN(CC)c1ccc(C(=O)OCC(=O)N(C(C)C)C(C)C)cc1 | -2.9 | 2.4 | 9.1 | -4.1 | 1.4 | 96.0 | -2.6 | 0.1 | -2.0 | 0.7
Cc1ccc(CNc2nc(-c3cccs3)nc3ccccc23)cc1 | 1.5 | 3.2 | 2.7 | -1.2 | -13.6 | 96.0 | -5.3 | -0.2 | 9.2 | -6.8
N#CCC(=O)Nc1ncn(Cc2ccccc2Cl)n1 | -1.5 | 8.5 | -3.2 | 1.6 | 0.1 | 106.0 | -4.3 | -0.4 | -8.3 | 10.7
O=C(CSCC(=O)Nc1nccs1)Nc1ccccc1 | 0.2 | 10.0 | -0.5 | -0.7 | 8.8 | 85.0 | . | -0.1 | 9.7 | -0.1
COc1ccc(C(=O)NNC(=O)CSc2nnnn2C)cc1 | 0.7 | 0.8 | 0.0 | 2.1 | 3.3 | 90.0 | -2.7 | -0.5 | -3.5 | 6.5
CCOc1ccc(NC(=O)CCn2nc(C)c(S(=O)(=O)N3CCCCC3)c2C)cc1 | -1.4 | 3.6 | 5.5 | 0.4 | -4.2 | 103.0 | -4.2 | -0.4 | -9.8 | -0.3
O=[N+]([O-])c1ccccc1CNC(Cc1ccccc1)c1ccccc1 (stereo not drawn) | -0.4 | 6.8 | 2.3 | -2.1 | -8.0 | 98.0 | -10.3 | 0.0 | 5.9 | -6.3
Cc1cc(C)n2c(SCC(=O)Nc3c(C)n(C)n(-c4ccccc4)c3=O)nnc2n1 | -1.3 | -1.8 | 7.3 | 0.2 | -4.2 | 103.0 | -4.0 | -0.1 | 11.4 | 6.9
Cc1ccc(C)c(OCC(=O)OCc2csc(CC(=O)Nc3ccccc3C)n2)c1 | 0.8 | 8.8 | 2.9 | 1.2 | 3.7 | 102.0 | -5.2 | -0.2 | -1.7 | 0.8
O=C(c1ccc2c(c1)C(=O)N(CCCO)C2=O)c1ccc2c(c1)C(=O)N(CCCO)C2=O | -0.6 | 0.1 | -4.1 | 1.0 | 34.6 | 100.0 | -5.1 | -0.2 | 9.2 | 2.4
CCCNC(=O)NC(=O)CSc1nc(C)cs1 | -2.7 | 0.4 | -0.6 | 0.8 | -2.0 | 103.0 | -2.5 | -0.4 | -2.1 | 1.2
COC(=O)c1ccc(NC(=O)CSc2nnc(C3CC3)n2C)cc1 | -0.4 | 23.6 | 3.8 | 3.6 | -1.6 | 96.0 | -7.3 | 0.0 | -1.8 | 1.1
COc1ccc(/C=C(\NC(=O)c2ccc(C)cc2)C(=O)NCCCn2ccnc2)cc1 | -0.5 | 6.4 | 2.4 | 3.5 | 0.6 | 102.0 | -2.0 | 0.1 | 1.3 | 4.4
CCC(C)(C)NC(=O)C(c1ccc(F)cc1)N(Cc1ccccc1)C(=O)c1cnccn1 (stereo not drawn) | -1.7 | 6.4 | 3.0 | 0.0 | -2.9 | 100.0 | -3.9 | 0.2 | 4.0 | 1.1
Cc1ccccc1Nc1nc(N)nc(CSCC(=O)Nc2cccc(Br)c2)n1 | 0.6 | -1.3 | -3.8 | -0.7 | -2.4 | 101.0 | -2.0 | 0.3 | 2.4 | 0.5
COC(=O)c1ccc2nc(-c3ccc(C#N)cc3)c(Cc3ccsc3)n2c1 | . | . | . | . | . | 120.0 | -4.6 | 0.5 | . | 2.2
CCn1cc(/C=N\NC(=O)c2csc3ccccc23)c(C)n1 | -2.5 | -3.8 | -9.6 | 1.0 | -4.4 | 96.0 | -4.0 | -0.1 | -1.3 | 1.6
NC(=O)C1CCN(CC(=O)Nc2ccccc2C(=O)NC2CC2)CC1 | -0.4 | -2.9 | 16.6 | 2.6 | -3.3 | 96.0 | -5.4 | -0.1 | 0.6 | 5.2
O=C(COC(=O)C1CC1)Nc1cccc(Cl)c1 | -2.1 | 0.2 | 3.9 | -1.1 | 1.8 | 97.0 | -17.3 | 0.1 | -0.3 | -2.1
COc1ccc(CCNC(=O)COC(=O)/C=C/c2ccc(OC)cc2OC)cc1 | 2.7 | -5.3 | 5.7 | -0.2 | 9.6 | 98.0 | -6.0 | 0.1 | -5.7 | 0.2
C=CCc1cc(C=O)cc(OC)c1OCc1ccc(Cl)cc1 | 5.2 | 0.6 | 12.0 | -3.9 | -3.9 | 98.0 | -0.3 | 0.4 | -10.1 | 1.5

Single values from the entries so far:
In CaV13 ICDI inh, `CCC(C)(C)NC(=O)C(c1ccc(F)cc1)N(Cc1ccccc1)C(=O)c1cnccn1` (stereo not drawn) is entered as -3.9
In MC4R ag barr, `CCOc1ccc(NC(=O)CCn2nc(C)c(S(=O)(=O)N3CCCCC3)c2C)cc1` is entered as -1.4
